Bioassay records as filed in PubChem.
C2C12 statin = suppressors of statin myotoxicity in C2C12 myotubes, primary screen, cell-based, single point, plate reader; C2C12 myotubes + simvastatin, ATP luminescence, 48 h; scaled: DMSO 0, geranylgeraniol control 100; rescue of ATP level, % at 7.49 µM; hit rate 0.78% among 330,000; AID 602340, 2012;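 active = mean ATP rescue above about 67%, or every replicate alone reaching that limit, limit read from the data, passing the limit was not always enough; inconclusive = no clear call, values can overlap the other calls; inactive = mean under the limit and some replicate under it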;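 note: myotubes were challenged with 10 µM simvastatin during compound exposure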
esBAF inh = Bmi1 luciferase reporter increase in mESCs, primary screen, esBAF inhibitor project, mouse ES cells, Bmi1 luciferase knock-in, single point. 24 h; 100% = twice the neutral-well signal. reporter increase, % at 12.5 µM. hit rate 2% among 350,000; in the data active = activation above about 40%; inconclusive = no clear call, values can overlap the other calls;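 note: 0% = median of the plate's neutral control wells and 100% = double that signal; a rise in the Bmi1 reporter signal indicates esBAF inhibition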
ERp5 inh = inhibitors of ERp5-driven insulin aggregation, primary screen, biochemical, turbidity, absorbance 650 nm, single point; Protein disulfide-isomerase A6 (Homo sapiens), Q15084; hit rate 0.05% among 350,000; inhibition, % at 9.99 µM; AID 651711, 2012; 90 min;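 active = mean replicate inhibition above about 25%, with every replicate also reaching it, limit read from the data, passing the limit was not always enough; inconclusive = only one of those two criteria met; inactive = neither criterion met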
Target sequence (Q15084 whole entry, looked up): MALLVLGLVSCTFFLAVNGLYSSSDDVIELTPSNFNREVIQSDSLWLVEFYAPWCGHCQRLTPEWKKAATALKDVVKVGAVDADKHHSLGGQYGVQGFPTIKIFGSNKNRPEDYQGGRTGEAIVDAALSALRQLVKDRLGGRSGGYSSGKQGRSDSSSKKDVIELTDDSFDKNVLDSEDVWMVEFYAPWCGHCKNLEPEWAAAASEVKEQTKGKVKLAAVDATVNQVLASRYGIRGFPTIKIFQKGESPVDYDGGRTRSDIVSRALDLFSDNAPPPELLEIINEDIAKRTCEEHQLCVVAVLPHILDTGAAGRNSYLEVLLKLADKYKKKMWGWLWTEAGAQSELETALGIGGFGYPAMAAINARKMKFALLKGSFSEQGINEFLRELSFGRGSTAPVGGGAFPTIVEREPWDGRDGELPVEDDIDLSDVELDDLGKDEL
Cneo AK release = Cryptococcus neoformans cell lysis inducers, primary screen, AK release luminescence, single concentration; C. neoformans lysis, adenylate kinase release luminescence, 4 h; normalised: neutral wells 0, clomiphene wells 100; lysis activity, % at 15 µM; hit rate 0.2% among 360,000;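 active = mean lysis activity across replicates of at least 80%, whatever share of replicates individually reach that level; inactive = mean lysis activity below 80%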
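Material: C. neoformans cells; Schedule: 4 h static compound exposure, 37 °C, read 1 h post-reagent; Measured by: adenylate kinase release luminescence; Read-out: signal increase indicating cell lysis; Controls: Clomiphene as positive lysis control.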
ARNT TACC3 PPI = disruptors of ARNT/TACC3 protein interaction, primary screen, biochemical, AlphaScreen, single concentration | AlphaScreen His-ARNT PAS-B/GST-TACC3 binding, luminescence; TACC3 fragment carries E629A point mutation | hit rate 0.66% among 390,000 | Transforming acidic coiled-coil-containing protein 3 (Homo sapiens), Q9Y6A5 | inhibition, % at 9.99 µM;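 active = mean inhibition of replicates at least 50% and at least half of replicates each reaching 50%; inconclusive = half or more replicates reach 50% but mean below 50%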;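 note: 0% = complete ARNT plus TACC3 wells and 100% = ARNT alone without TACC3; many hits fall short of the cut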
miR122 inh = miR-122 Renilla sensor signal increase in Huh7, primary screen, miR-122 inhibitor project, cell-based, single point, plate reader; hit rate 0.3% among 340,000; Huh7 miR-122 Renilla luciferase sensor, 48 h; neutral wells = 0, positive control = 100; activation (reporter increase), % at 12.5 µM; AID 602342, 2012;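 active = mean replicate activation score at least 90 and every replicate individually at or above 90; inconclusive = only one of the two criteria met; inactive = neither criterion met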;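 note: higher luciferase means less miR-122 activity so hits act as miR-122 inhibitors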
SIRT5 block = SIRT5 desuccinylase inhibitors, primary screen, biochemical, fluorescence imaging, single point, set 5. Purified SirT5, succinyl-peptide AMC, trypsin-coupled fluorescence. NAD-dependent protein deacylase sirtuin-5, mitochondrial (Homo sapiens), Q9NXA8. inhibition, % at 15 µM. hit rate 1.1% among 330,000; in the data active = inhibition above about 15%; inconclusive = no clear call, values can overlap the other calls
Target sequence (Q9NXA8 whole entry, looked up): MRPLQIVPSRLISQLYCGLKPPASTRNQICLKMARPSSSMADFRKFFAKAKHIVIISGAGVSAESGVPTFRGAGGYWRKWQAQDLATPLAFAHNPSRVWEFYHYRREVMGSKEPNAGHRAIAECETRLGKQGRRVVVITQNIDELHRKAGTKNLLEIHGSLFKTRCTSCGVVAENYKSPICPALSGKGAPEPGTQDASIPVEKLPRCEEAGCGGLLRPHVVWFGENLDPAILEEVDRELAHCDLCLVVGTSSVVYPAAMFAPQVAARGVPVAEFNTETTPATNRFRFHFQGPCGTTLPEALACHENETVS
* marks the source's active call; other numbers are inactive results; ? = inconclusive; nt = no result given; [ ] = remark or other dose.

SMILES	C2C12 statin	esBAF inh	ERp5 inh	Cneo AK release	ARNT TACC3 PPI	miR122 inh	SIRT5 block
O=S(=O)(c1ccccc1F)N1CCCCN2[C@H](CO)[C@H](c3ccc(-c4cncnc4)cc3)[C@@H]2C1	13.5	0.5	-1.6	-3.0	-9.9	9.7[16.7 µM]	3.8
O=C(O)C1CCCN1S(=O)(=O)c1ccccc1 (stereo unspecified)	8.9	5.4	nt	0.5	-3.0	-17.1	nt
COc1ccc(NC(=O)N(C)C[C@@H]2Oc3ccc(NS(=O)(=O)c4ccccc4)cc3CC(=O)N([C@@H](C)CO)C[C@@H]2C)cc1	-6.2	1.6	-0.4	nt	nt	9.5[16.7 µM]	14.3
O=C1C(=O)N(CCN2CCOCC2)C(c2ccncc2)/C1=C(/O)c1ccc2c(c1)OCO2 (stereo unspecified)	-10.7	-3.1	nt	1.8	nt	0.9	nt
O=C(NC1=NCCS1)C1CCN(S(=O)(=O)c2ccc(Cl)cc2)CC1	-2.4	-2.0	-0.3	0.3	0.2	-0.1	-0.3
Cc1ccc(C)c(NC(=O)C2C3CCCC2C3c2ccccc2)c1 (stereo unspecified)	16.7	-8.1	nt	-1.1	-1.8	3.8	nt
CS(=O)(=O)N(CC(=O)N1CCCC1)c1ccc(Cl)cc1	3.7	1.7	0.4	-0.4	-0.1	-5.9	0.7
CO[C@@H]1CN(C)C(=O)c2ccc(NC(=O)Nc3ccccc3F)cc2OC[C@H](C)N(Cc2ccccc2C(=O)O)C[C@H]1C	-5.5	5.4	-4.4	-8.0	2.3	-0.3[16.7 µM]	1.2
COc1ccc(C2C(C(C)=O)=C(O)C(=O)N2CCCn2ccnc2)cc1OC (stereo unspecified)	3.5	-1.9	nt	-4.4	5.6	-0.8	nt
CCCCc1nnc(NC(=O)C(C)Sc2nc(N)cc(=O)[nH]2)s1 (stereo unspecified)	9.0	6.0	nt	1.7	-41.3	-0.1	nt
Cc1c(Cl)cnc(NC(=O)COC(=O)C2CC3CCCC(C2)C3=O)c1Cl (stereo unspecified)	-8.0	-6.1	-3.6	0.2	5.6	-9.9	-0.9
COc1ccc(OC)c2sc(NC(=O)c3cccc(N4C(=O)CCC4=O)c3)nc12	5.1	-6.5	6.3	-7.6	-11.4	-0.5	0.3
Cc1ccc(N2CC(C(=O)NCc3cccs3)CC2=O)cc1 (stereo unspecified)	5.6	3.4	nt	1.0	nt	-4.1	nt
Cc1nc(Cc2nnc(SC(C)C(=O)Nc3ccccc3)o2)cs1 (stereo unspecified)	-5.9	6.3	-4.3	-0.2	nt	-3.4	nt
COc1ccccc1CNC(=O)C[C@@H]1CC[C@H]2[C@@H](COC[C@@H](O)CN2Cc2cccc(-c3ccncc3)c2)O1	9.4	0.4	2.2	-1.7	7.3	2.9[16.7 µM]	1.4
CCOc1ccc(-c2nc3n(c(=O)c2C#N)CCS3)cc1	-5.9	4.9	4.7	nt	-12.0	1.9	1.4
O=C(NCc1cccnc1)c1cc(C2CCCCN2C(=O)c2cccs2)on1 (stereo unspecified)	-12.9	6.4	9.9	1.4	nt	-1.6	-0.3
O=C(CCOc1ccccc1)NCC(c1ccco1)N1CCCCC1 (stereo unspecified)	-1.4	-0.6	nt	-1.5	-2.1	-5.9	nt
CN(C)CCCN(C(=O)c1ccc(S(=O)(=O)N2CCc3ccccc32)cc1)c1nc2c(Cl)cccc2s1	-2.9	-2.8	9.8	5.1	nt	4.1	0.8
COc1ccc(NC(=O)Nc2ccc3c(c2)C(=O)N([C@@H](C)CO)C[C@H](C)[C@H](CN(C)Cc2ccc4c(c2)OCO4)OCCCC[C@@H](C)O3)cc1	nt	3.2	-7.6	1.7	10.8	-6.8[16.7 µM]	3.5
C[C@@H]1CN([C@H](C)CO)S(=O)(=O)c2ccc(-c3ccncc3)cc2O[C@@H]1CN(C)C(=O)CN(C)C	9.7	-7.6	2.0	-2.8	12.0	6.7[16.7 µM]	-4.0
O=C(Nc1cnn(Cc2ccc(Cl)cc2Cl)c1)c1noc2c1CCCC2	23.6	?	-2.2	-1.7	-2.6	-0.6	-3.6
CC1CC(C)CN(S(=O)(=O)c2cccc3cccnc23)C1 (stereo unspecified)	15.1	6.6	9.1	1.1	-8.3	17.8	nt
CN1CCN(Cc2cn[nH]c2-c2ccc(F)cc2F)[C@@H](c2ccccc2)C1	nt	nt	0.3	nt	-0.2	nt	-1.3
Nc1cc(C(=O)OCC(=O)NNC(=O)c2cccs2)ccc1Cl	0.5	0.8	-9.7	2.7	0.0	3.4	1.4
Cc1cccc(C#CC2=CC(=O)CC(C)(C)C2)c1	16.3	31.3	0.2	-1.9	nt	-0.5	nt
CCOc1ccccc1NC(=O)CCc1c(C)nn(-c2ccc(N3CCCCC3)nn2)c1C	nt	nt	1.9	nt	-3.1	nt	2.1
O=C1CC(c2ccco2)Cc2c1cnn2-c1nc2ccccc2s1 (stereo unspecified)	nt	nt	-2.6	nt	-19.6	nt	-2.4
C[C@@H](NC(=O)C[C@@H]1CC[C@H](NC(=O)C2CCOCC2)[C@@H](CO)O1)c1ccccc1	6.7	-0.9	-2.6	11.5	3.0	nt	6.6
COc1ccc(-c2cc(C3CCN(c4cc(Cl)nc(N)n4)CC3)[nH]n2)cc1	38.0	-22.5	nt	1.2	-5.9	-23.4	nt

In the list so far, four have two or more sulfur atoms.
SMILES	C2C12 statin	esBAF inh	ERp5 inh	Cneo AK release	ARNT TACC3 PPI	miR122 inh	SIRT5 block
O=C(NC1=NCCS1)C1CCN(S(=O)(=O)c2ccc(Cl)cc2)CC1	-2.4	-2.0	-0.3	0.3	0.2	-0.1	-0.3
CCCCc1nnc(NC(=O)C(C)Sc2nc(N)cc(=O)[nH]2)s1 (stereo unspecified)	9.0	6.0	nt	1.7	-41.3	-0.1	nt
Cc1nc(Cc2nnc(SC(C)C(=O)Nc3ccccc3)o2)cs1 (stereo unspecified)	-5.9	6.3	-4.3	-0.2	nt	-3.4	nt
CN(C)CCCN(C(=O)c1ccc(S(=O)(=O)N2CCc3ccccc32)cc1)c1nc2c(Cl)cccc2s1	-2.9	-2.8	9.8	5.1	nt	4.1	0.8

Continued:
SMILES	C2C12 statin	esBAF inh	ERp5 inh	Cneo AK release	ARNT TACC3 PPI	miR122 inh	SIRT5 block
COc1ccc(S(=O)(=O)Nc2ccc3c(c2)C(=O)N([C@H](C)CO)C[C@H](C)[C@H](CN(C)C)O3)cc1	-33.9	5.8	3.4	-10.8	-5.4	-4.4[16.7 µM]	-3.9
CCOc1ccc(NC(=O)CN(C)C(=O)c2cccnc2SC)cc1OCC	-1.9	-9.0	-1.0	-0.7	1.6	33.1	0.9
Cc1cc(C(=O)c2ccccc2)nc2ccccc12	1.2	-2.3	nt	-0.5	-21.6	1.5	nt
CCc1ccc(C(=O)NNC(=O)c2cc(S(=O)(=O)N(C)C)ccc2N2CCCC2)cc1	1.1	10.8	-8.1	3.6	0.6	-2.2	11.1
CC(C)(C)Cc1nc2ccccc2n1CCc1ccccc1	6.5	-3.7	nt	11.4	0.7	-0.4	nt
O=C(NC1CC1)c1nc(Cn2ccc([N+](=O)[O-])n2)no1	-6.2	1.9	0.3	nt	11.0	-5.0	9.1
CCCNC(=O)C[C@@H]1C[C@@H]2c3cc(NC(=O)Nc4ccc(OC)cc4)ccc3O[C@@H]2[C@@H](CO)O1	-1.2	1.9	-1.1	-7.5	-3.1	-3.5[16.7 µM]	4.3
CCCc1nnc(SCC(=O)Nc2nc(C)cs2)n1CCOC	-2.1	15.8	-0.7	0.8	1.1	0.2	-2.3
Cc1cc(-c2cc(-c3ccccc3)on2)nc(NCC2CC2)n1	-3.2	-1.1	5.0	-0.9	1.7	2.1	-2.4
O=C(c1ccncc1)N1CC[C@@H]2[C@H](CO)Nc3ccc(Br)cc3[C@@H]21	-13.6	6.6	nt	-19.8	24.3	-6.3[16.7 µM]	nt
O=C(Nc1nc(-c2ccccc2)c(-c2ccccc2)s1)c1ccc(S(=O)(=O)N2CCCCC2)cc1	nt	nt	nt	4.3	-0.7	-4.5	nt
CSc1nsc(SCC(=O)Nc2ccc(F)cc2F)n1	6.3	?	-6.8	-0.8	nt	-2.1	-2.4
Clc1cccc(Cl)c1CNCCCSc1ncccn1	3.0	-11.6	-5.1	2.5	-3.6	2.9	-8.9
COc1ccc(C(=O)N2CCC(n3nccc3NC(=O)C3CCOC3)CC2)cc1 (stereo unspecified)	nt	nt	2.2	-0.9	-1.8	nt	0.7
C[C@H](CO)N1C[C@H](C)[C@@H](CN(C)Cc2ccncc2)Oc2ncc(C#Cc3ccccn3)cc2C1=O	-1.2	-2.7	-5.0	-1.4	2.8	-5.3[16.7 µM]	0.7
Cc1c(CC(=O)N2CCN(C(=O)C3COc4ccccc4O3)CC2)c(=O)oc2c(C)c(O)ccc12 (stereo unspecified)	0.8	1.5	-1.7	-0.9	-1.0	nt	-16.2
O=C(NC1CC2CCCC(C1)N2S(=O)(=O)c1ccccc1)C1CCCCC1 (stereo unspecified)	1.9	8.0	-0.6	2.3	-7.1	-1.6	3.2
COc1ccccc1C(CC(=O)Nc1nccs1)c1ccco1 (stereo unspecified)	nt	nt	nt	6.2	3.1	9.0	nt
Cc1cccc(CN2CCN(Cc3nc4c(s3)CCCC4)CC2CCO)n1 (stereo unspecified)	1.4	-2.7	4.4	nt	13.0	-2.7	-0.8

In the list so far, these have a COOH group.
SMILES	C2C12 statin	esBAF inh	ERp5 inh	Cneo AK release	ARNT TACC3 PPI	miR122 inh	SIRT5 block
O=C(O)C1CCCN1S(=O)(=O)c1ccccc1 (stereo unspecified)	8.9	5.4	nt	0.5	-3.0	-17.1	nt
CO[C@@H]1CN(C)C(=O)c2ccc(NC(=O)Nc3ccccc3F)cc2OC[C@H](C)N(Cc2ccccc2C(=O)O)C[C@H]1C	-5.5	5.4	-4.4	-8.0	2.3	-0.3[16.7 µM]	1.2
